High-throughput results from PubChem.
12-LOX inh = blocks human arachidonate 12S-lipoxygenase | Potency, µM (series often up to 108 µM), for the others: at the highest dose activity change, negative = inhibition, hits mostly inhibitors | P18054 | purified 12hLO, xylenol orange hydroperoxide absorbance | actives 1.1% (n = 580,000); further: potency means the concentration at half of the fitted maximal effect; on the % scale 0 is the no-effect control and ±100 the full control effect
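Purified human 12hLO at 150 nM in 25 mM Hepes, 0.01% Triton X-100, pH 7.0, preincubated 15 min at room temperature with compound. Reaction started with 40 uM arachidonic acid, 30 min at room temperature. Hydroperoxide measured by Fe-xylenol orange, 573/405 nm absorbance ratio.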
POLB inh = DNA polymerase beta (human) inhibition. P06746. Pol beta primer extension/strand displacement, fluorescence kinetic. Potency, µM (top dose mostly 114 µM), for the others: at the highest dose activity change, negative = inhibition, actives largely listed as inhibitors. actives 1.3% (n = 340,000). AID 485314; further: potency means the concentration at half of the fitted maximal effect; on the % scale 0 is the no-effect control and ±100 the full control effect
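Kinetic readout of DNA synthesis with strand displacement by Pol beta. Compound and 10 nM enzyme sit 15 min at room temperature; 50 nM substrate starts the reaction, read immediately and at 10 min.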
Apoferritin bind = candidate novel general anesthetic via apoferritin binding. P02791. apoferritin/1-aminoanthracene competitive binding, fluorescence. Potency, µM (series often up to 77.5 µM), without a hit: at the top dose activity change, negative = displacement, hits mostly inhibitors. actives 0.074% (n = 350,000); further: potency means the concentration at half of the fitted maximal effect; on the % scale 0 is the no-effect control and ±100 the full control effect; nearly all actives have a fitted effect of over 20% in size
Target sequence (P02791 2-175 limits assumed): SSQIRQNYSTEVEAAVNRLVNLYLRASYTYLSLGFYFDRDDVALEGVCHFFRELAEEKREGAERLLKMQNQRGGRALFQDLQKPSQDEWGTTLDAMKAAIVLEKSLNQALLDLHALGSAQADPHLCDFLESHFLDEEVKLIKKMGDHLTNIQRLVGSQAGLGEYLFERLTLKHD
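In PBS, apoferritin at 10 uM is loaded with 1-AMA from a 50% saturated solution. After 10 min of compound exposure at ambient temperature, reduced 535 nm fluorescence indicates probe displacement.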
POLK inh = blocks human DNA polymerase kappa activity. Q9UBT6. purified Pol kappa, fluorescent DNA synthesis assay, 10 min. Potency, µM (series often up to 107 µM), for inactives: top-dose activity, negative = inhibition, usual class: inhibitors. actives 0.53% (n = 400,000). AID 588579; further: potency means the concentration at half of the fitted maximal effect; on the % scale 0 is the no-effect control and ±100 the full control effect
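10 nM Pol kappa preincubated 15 min at room temperature with compounds, then reaction started with substrate at 50 nM final. Fluorescence read kinetically at 0 and 10 min; buffer-only wells served as negative control.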
ERG Ets-DNA blk = inhibitors of human ERG Ets domain-DNA interaction; P11308; fluorescence polarization, His-ERG Ets domain / labelled DNA; Potency, µM (doses to about 76.9 µM), inactives show at the top dose FP activity, negative = inhibition, most hits filed as inhibitors; actives 0.028% (n = 370,000); AID 624246; active means well fitted inhibition curve with a large enough effect in the polarisation, with a control signal flat; inconclusive means small, poorly fitted or top-dose-only effect, or effect the other way, or a change in a side signal; inactive means no such curve, though single readings can be large or run the other way; the % refers to the polarisation;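 further: polarization taken with two DNA probes labelled with fluorescein and Texas red; potency means the concentration at half of the fitted maximal effect; % of control where 0% means no effect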
Target sequence (P11308 whole entry, looked up, the tested form may be a part): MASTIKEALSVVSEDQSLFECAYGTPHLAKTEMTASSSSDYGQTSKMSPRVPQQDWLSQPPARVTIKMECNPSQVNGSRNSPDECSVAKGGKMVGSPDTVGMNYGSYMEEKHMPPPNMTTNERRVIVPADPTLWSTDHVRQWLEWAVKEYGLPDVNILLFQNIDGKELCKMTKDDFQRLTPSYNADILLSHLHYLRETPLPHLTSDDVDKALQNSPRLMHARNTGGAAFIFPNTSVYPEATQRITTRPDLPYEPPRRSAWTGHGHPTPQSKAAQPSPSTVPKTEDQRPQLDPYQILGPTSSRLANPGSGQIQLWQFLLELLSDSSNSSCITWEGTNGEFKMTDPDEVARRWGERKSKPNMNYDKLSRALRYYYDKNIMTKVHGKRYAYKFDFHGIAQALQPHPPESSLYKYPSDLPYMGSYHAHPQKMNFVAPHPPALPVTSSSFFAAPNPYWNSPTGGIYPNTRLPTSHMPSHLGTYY
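His-tagged ERG Ets domain (1 uM in the protein solution; 300mM KCl, 50mM Tris-HCl, 1mM EDTA, 1mM DTT, pH 7.5) received compound, then a probe mix of 5 nM fluorescein-DNA and 100nM Texas-615-DNA. Fluorescence polarization was read for both dyes.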
Pol iota inh = inhibitors of human DNA polymerase iota | Potency, µM (series often up to 115 µM), for the others: at the top dose activity, negative = inhibition, usual class: inhibitors | Q9UNA4 | Pol iota fluorescent replication assay, 10 min | actives 1% (n = 390,000); further: potency means the concentration at half of the fitted maximal effect
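Pol iota at 10 nM preincubated 15 min with compounds at room temperature; reaction started with fluorescent substrate, 50 nM final. Fluorescence read kinetically at 0 and 10 min; buffer-only wells as negative control.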
BLM inh = Bloom syndrome helicase (human) inhibition; Potency, µM (series often up to 56.1 µM), for the others: top-dose activity change, negative = inhibition, usual class: inhibitors; actives 0.2% (n = 350,000); recombinant BLM DNA unwinding, fluorescence dequenching; P54132;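 further: potency means the concentration at half of the fitted maximal effect; plate controls were vehicle for no effect and no enzyme for full effect; nearly all actives have a fitted effect of over 35% in size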
TRHR ag = activates the human TRH receptor; activation, % at 2 µM; actives 0.18% (n = 360,000); TRHR cells, calcium flux fluo-8, FDSS agonist mode; P34981; AID 493084; in the data active means activation above about 30%; further: 0% is about no effect
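Fluo-8-loaded TRHR cells; 10 s baseline, compound added, kinetic Ca2+ fluorescence read 1/s, agonist mode.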
APE1 inh = APE1 (human) endonuclease inhibition. AID 2517. Potency, µM (series often up to 65.8 µM), inactives show at the top dose activity change, negative = inhibition, hits mostly inhibitors. actives 0.35% (n = 350,000). P27695. recombinant APE1, TAMRA/BHQ-2 abasic DNA cleavage fluorescence;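 further: potency means the concentration at half of the fitted maximal effect; plate controls were vehicle for no effect and reference inhibitor for full effect; nearly all actives have a fitted effect of over 55% in size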
Target sequence (P27695 whole entry, looked up): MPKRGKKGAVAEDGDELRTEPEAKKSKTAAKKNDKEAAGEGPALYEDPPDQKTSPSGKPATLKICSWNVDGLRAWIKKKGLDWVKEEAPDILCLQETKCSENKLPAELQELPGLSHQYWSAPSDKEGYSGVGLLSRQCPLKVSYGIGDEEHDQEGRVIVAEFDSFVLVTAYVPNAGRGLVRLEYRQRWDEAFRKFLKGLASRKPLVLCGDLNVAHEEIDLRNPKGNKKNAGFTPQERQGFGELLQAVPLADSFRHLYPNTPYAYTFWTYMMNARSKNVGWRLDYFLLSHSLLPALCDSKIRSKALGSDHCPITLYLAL
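Measures dequenching upon AP-site incision of a 5'-TAMRA/3'-BHQ-2 THF-containing duplex, 50 nM; human APE1 0.75 nM after 15 min room-temperature exposure to compound; kinetic three-point read at one-minute spacing.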
* hit, by the source's call; ? = inconclusive; . = no result given; [ ] = dose if it differs, or a comment. Unless noted, the call rests on the fitted dose curve; in most records, active means well fitted curve in the direction sought with a large enough effect; inconclusive means small, poorly fitted or top-dose-only effect, or another doubt; inactive means no such curve, though single readings can be large; an effect the other way counts as inactive or inconclusive.

The opening 2 entries, ahead of the listing:
Compound,TRHR ag,ERG Ets-DNA blk,POLK inh,12-LOX inh,Pol iota inh,POLB inh,APE1 inh,BLM inh,Apoferritin bind
O=c1c2ccccc2c(-c2ccccc2)nn1-c1cc(Cl)ccc1[N+](=O)[O-],0.3,11%,-11%,8%,4%,-12%,13%,-10%,?
COc1ccc(Cl)cc1NC(=O)CN(C)Cc1cccs1,-1.2,-8%,-3%,-4%,-3%,31%,-17%,-9%,-15%

The listing, from the first entry:
Compound,TRHR ag,ERG Ets-DNA blk,POLK inh,12-LOX inh,Pol iota inh,POLB inh,APE1 inh,BLM inh,Apoferritin bind
O=c1c2ccccc2c(-c2ccccc2)nn1-c1cc(Cl)ccc1[N+](=O)[O-],0.3,11%,-11%,8%,4%,-12%,13%,-10%,?
COc1ccc(Cl)cc1NC(=O)CN(C)Cc1cccs1,-1.2,-8%,-3%,-4%,-3%,31%,-17%,-9%,-15%
O=C(CSc1nnc2c(n1)[nH]c1ccccc12)NC1CCCCC1,-1.1,-9%,-5%,-27%,?,2%,75%,-2%,17%
CCOC(=O)c1cc2c(C)n(-c3ccc(N(C)C)cc3)c(C)c2cc(C(=O)OCC)c1=O,0.3,-12%,-2%,-2%,21%,1%,1%,-2%,-17%
O=c1[nH]cccc1-c1nc2ccccc2n1Cc1cccc(Cl)c1,0.9,0%,-7%[60.1 µM],7%,?,2%,2%,-5%,-16%
CCN1CCN(C(=O)CCc2ccc(S(=O)(=O)NCCc3ccccc3)cc2)CC1,0.3,-9%,-7%,-20%,-12%,15%,-4%,6%,-14%
CN1CCCN(CC(O)COCc2cccs2)CC1 (stereo not drawn),0.8,1%,-7%,488%[activator],-4%,14%,1%,-3%,-7%
Cc1ccc(S(=O)(=O)NC(=O)c2cc(C)n(C3CC3)c2C)cc1,0.2,5%,-21%,0%,52%[activator],16%,-5%,1%,-4%
O=C1OC(OC2CCCCC2)(c2ccccc2)c2ccccc21 (stereo not drawn),-0.1,2%,-6%,5%,-13%[58.9 µM],4%,-3%,-10%,-22%
COc1ccc(OC)c(/C=C/C(=O)OCC(=O)c2c(N)n(C)c(=O)n(C)c2=O)c1,-0.2,1%,-18%,-6%,154%[activator],-1%,-3%,-7%,2%
CSCCCN1CC[C@@H](N2CCN(c3ccccc3F)CC2)[C@H](O)C1,0.7,-1%,16%,-7%,-6%,7%,-7%,3%,-3%
Cc1cc(-c2ccccc2)c2c(n1)sc1c(O)cc(=O)[nH]c12,0.2,4%,5%,8%,28%,6%,-1%,-1%,-4%
CCOC(=O)N1CCC(NC(=O)c2cnn(-c3ccccc3)c2C2CCN(C(=O)OC(C)(C)C)CC2)CC1,-1.0,-3%,-5%,-12%,7%,7%,.,1%,11%
CSCCC(NS(=O)(=O)c1ccc2c(c1)oc(=O)n2C)C(=O)N1CCN(c2ccc(F)cc2)CC1 (stereo not drawn),0.4,1%,-11%[60.1 µM],-7%,6%,1%,.,-1%,-1%
CCCOc1ccc(NC(=O)C(=O)NCCCN2CCOCC2)cc1,-0.1,2%,-10%,-4%,21%,2%,.,-1%,-4%
CC(OC(=O)C1=COCCO1)C(=O)Nc1cccc(S(=O)(=O)N2CCOCC2)c1 (stereo not drawn),-0.5,-7%,-11%,0%,-5%,0%,0%,2%,2%
CCCCCC(=O)N1CC2(CC(c3cccc(NC(=O)CC)c3)=NO2)C[C@H]1C(N)=O (stereo partly drawn),0.8,-4%,-4%,-4%,?,30%,14%,1%,-4%
CCn1cc(C(=O)N(C)c2cc(C)ccc2C)c2cc(OC)c(OC)cc2c1=O,-0.7,-5%,-10%,-18%,8%,?,.,1%,-9%
COCCNC(=O)C(=O)NCC1OCCN1S(=O)(=O)c1ccc(F)cc1 (stereo not drawn),0.1,1%,-12%,0%,3%,6%,-5%,-4%,-5%
Cc1cc(C)n2nc(SCC(=O)N3CCc4ccccc43)nc2n1,0.3,-8%,-7%,0%,-12%,3%,-9%,-1%,34%[activator]
Cc1ccc(O)c(NC(=S)NC(=O)/C=C/c2ccccc2)c1,0.9,-3%,-9%,0%,-16%,10%,14%,-1%,-1%
CCN1CCN(C(=O)c2ccc(Cl)c(S(=O)(=O)N3CCOCC3)c2)CC1,0.4,.,-3%,-24%,4%,0%,2%,0%,4%
Cc1ccc(NC(=O)C23CCC(C)(C(=O)[C@H]2Br)C3(C)C)cc1 (stereo partly drawn),-0.9,7%,-5%,?,16%,4%,2%,1%,-21%
O=C(COC(=O)c1ccc(Cl)c(S(=O)(=O)N2CCCC2)c1)NC1CCCCC1,-1.3,-1%,-24%,-8%,6%,-26%,?,1%,-12%
CN(C)/N=C/c1ccc(N2CCOCC2)cc1,0.2,-2%,-10%,-17%,29%,-2%,0%,0%,-2%

Part of the list above, showing only Pol iota inh and BLM inh:
molecule,Pol iota inh,BLM inh
COCCNC(=O)C(=O)NCC1OCCN1S(=O)(=O)c1ccc(F)cc1 (stereo not drawn),3%,-4%
Cc1cc(C)n2nc(SCC(=O)N3CCc4ccccc43)nc2n1,-12%,-1%
Cc1ccc(NC(=O)C23CCC(C)(C(=O)[C@H]2Br)C3(C)C)cc1 (stereo partly drawn),16%,1%
CN1CCCN(CC(O)COCc2cccs2)CC1 (stereo not drawn),-4%,-3%

Additional compounds.
Compound,TRHR ag,ERG Ets-DNA blk,POLK inh,12-LOX inh,Pol iota inh,POLB inh,APE1 inh,BLM inh,Apoferritin bind
CCc1cccc(N2C(=O)CSC23C(=O)Nc2ccccc23)c1 (stereo not drawn),-0.7,-4%,4%,-7%,29%,-10%,.,-2%,-8%
Cc1ccc(-c2ccc(CCC(=O)O)n2NC(=O)c2cccs2)cc1,-0.5,0%,-1%,121%[activator],6%,22%,-10%,-4%,-7%
CCC(C)C(NC(N)=O)C(=O)NC1CCC(C)CC1 (stereo not drawn),-0.1,.,.,.,.,9%,0%,-1%,-4%
COCCN(C(=O)COC(=O)/C=C/c1ccco1)c1c(N)n(Cc2ccccc2)c(=O)[nH]c1=O,0.8,8%,-32%,-10%,?,28µM*,?,-9%,-5%
O=C(O)Cc1ccc(NC(=O)c2ccc3c(c2)C(=O)N(CC2CCCO2)C3=O)cc1 (stereo not drawn),0.7,2%,-7%,-12%,31%[activator],58%,-3%,-1%,-8%
Cc1ccc(S(=O)(=O)N2CCC(=O)N(C(COCc3ccc(Cl)cc3Cl)Cc3ccccc3)CC2)cc1 (stereo not drawn),-0.4,-3%,0%,1%,20%,1%,?,-7%,-11%
O=C(Cn1nnc2ccccc21)OCc1ccccc1,-0.1,-2%,7%,-23%,12%,-29%,18%,5%,-14%
Cc1cccc(C(=O)Nc2c3c(nn2C(C)(C)C)CS(=O)(=O)C3)c1,-0.6,14%,-3%,38%[activator],-3%,26%,86%[activator],0%,-4%
CC(/C=C/c1ccccc1)=N\NC(=O)c1cc(C)nc2ccccc12,-0.5,-1%,-2%,0%,-5%,7%,3%,-1%,5%
CCOC(=O)CN1CC23C=CC(O2)C(C(=O)Nc2ccc(OCC)cc2)C3C1=O (stereo not drawn),0.1,-2%,-8%,21%,-10%,-29%,-1%,1%,-3%
S=c1[nH]nc(Cc2ccc(Br)cc2)n1/N=C/c1ccc(Cl)cc1,-0.7,-6%,3%,?,67%[activator],-15%,3%,-12%,?
CCOc1ccc(C(=O)NCc2ccc3c(c2)OCO3)cc1,-0.5,15%,5%,7%,16%,0%,-12%,-2%,-18%
Cc1ccccc1Nc1ncnc2[nH]ncc12,.,15%,-17%,-6%,66%[activator],.,.,.,.
COCCNC(=O)CCc1nnc2ccc(N3CCC(C)CC3)nn12,0.2,-7%,7%,12%,3%,33%,5%,-4%,-4%
COc1ccc(NC(=O)C2CCCCN2N)cc1OC (stereo not drawn),-0.1,-2%,-2%,5%,?,-5%,1%,2%,-8%
Cc1nc(-c2cccc(NC(=O)c3ccc(-n4cccn4)cc3)c2)cs1,-1.1,0%,-22%,40%[activator],-4%,.,-13%,.,.
CC(=O)N/C(=C\c1ccccc1)C(=O)OCC(=O)N(CC(C)C)c1c(N)n(Cc2ccccc2)c(=O)[nH]c1=O,0.1,-1%,-14%,-1%,27%,.,-5%,.,.
Cc1ccc(C(C(=O)NC2CCCCC2)N(Cc2cccnc2)C(=O)C2COc3ccccc3O2)o1 (stereo not drawn),0.1,.,-10%,6%,13%,6%,1%,0%,?
COC(=O)C1=C(N)Oc2cc(C)[nH]c(=O)c2C1c1cc(OC)c(OC)c(OC)c1 (stereo not drawn),0.0,-2%,-11%,-1%,-6%,39%,-1%,0%,-6%
O=C(NCc1ccccn1)C1CCC(=O)N1C1CCCCC1 (stereo not drawn),0.0,12%,-5%,9%[57.4 µM],-17%,19%,-3%,-1%,1%
O=C(CN1C(=O)CCSc2ccc(S(=O)(=O)N3CCOCC3)cc21)Nc1cccc(F)c1,0.1,-8%,-10%,-4%,-27%,-26%,-35%,-4%,-18%
CCn1c(/C=N/c2nc3ccccc3n2C)nc2ccccc21,0.9,.,-6%,11%,-1%,12%,-2%,0%,-17%

The list is partial; rates above refer to the full screens.
